Assay outcomes (PubChem)
All columns: NCI-60 one-dose screen, growth in % after 48 h at 10 µM unless noted; 100 = growth as untreated, 0 = no growth, -100 = all killed.
SK-MEL-2: SK-MEL-2 melanoma; 4.7% of 77,000 active
M14: M14 melanoma | 6.2% of 80,000 active
EKVX: EKVX NSCLC; 3% of 71,000 active; AID 1794765
HOP-62: HOP-62 NSCLC; 3.9% of 80,000 active; AID 1794735
A549/ATCC: A549/ATCC NSCLC. 3.7% of 81,000 active
SK-MEL-28: SK-MEL-28 melanoma | 4.1% of 81,000 active
SK-MEL-5: SK-MEL-5 melanoma; 6.4% of 80,000 active; AID 1794755
HOP-92: HOP-92 NSCLC cells; 6.3% of 71,000 active; AID 1794738
* marks the source's active call; other numbers are inactive results; x = not tested or not shown; & = joins results of further samples; ! = not confirmed by another sample. How the source made its calls: active means growth percent below 10; inactive means the rest.

Values run as follows: HOP-92, M14, A549/ATCC, SK-MEL-2, SK-MEL-28, EKVX, SK-MEL-5, HOP-62
[1] Cn1c(=O)c2[nH]c(CCC3CCCC3)nc2n(C)c1=O
    97, 114, 105, 114, 106, 99, 109, 103
[2] CN(C)CCCn1c(=O)n(Cc2ccc(F)cc2)c(=O)n(Cc2ccc(F)cc2)c1=O
    x, 102, 106, 126, 103, x, 106, 90
[3] O=C(Nc1ccc(F)cc1)c1c(NC(=O)C(F)(F)F)sc2c1CCCCC2
    -28*, -3.4*, 5.9*, -27*, 12, -2.1*, -56*, -24*
[4] O=S(=O)(Nc1cccnc1)c1cccnc1
    92, 90, 92, 103, 107, 106, 117, 104
[5] CCCCn1c(O)c(N=NC2=NC3C(N2)N(CC)C(=O)N3CC)c2ccccc21 (stereo unspecified)
    107, 105, 103, 113, 115, 98, 95, 104
[6] Cc1cccc(C)c1NC(=O)NCc1ccco1
    x, 107, 106, 106, 109, 99, 105, 120
[7] C#CCSc1nc2sc3c(c2c(=O)n1N)CCN(C(=O)OCC)C3
    98, 96, 92, 86, 107, 99, 100, 92
[8] C#CC1(O)CCC2C3CCC4=Cc5oncc5CC4(C)C3CCC21C (stereo unspecified)
    84, 93, 78, 99, 101, 39, 59, 107
[9] COc1ccccc1CNC(=O)c1nc(-c2cc(OC)c(OC)c(OC)c2)n(-c2ccc(OC)c(OC)c2)n1
    43, 91, 94, 104, 106, 86, 89, 80
[10] Cc1nn(-c2nc3ccccc3s2)c(N)c1-c1ccc(Cl)cc1
    52, 95, 98, x, 86, x, 100, x
[11] CC1(C)CSC(C)(C)C(=O)N1
    96, 107, 98, 107, 105, 116, 98, 100
[12] CN(C)N1C(=O)C2C3C=CC(O3)C2C1=O (stereo unspecified)
    x, 109, 109, 135, 109, 110, 111, 109
[13] COc1ccc(C2=NN(C(=O)COc3ccc(Cl)cc3)C(O)(c3cc(F)c(Cl)cc3Cl)C2)cc1OC (stereo unspecified)
    -45*, -13*, 81, 68, -52*, 62, 65, 75
[14] N#CCC(=O)N1CCCCC1
    91, 111, 100, 105, 101, 125, 106, 103
[15] CC1=C(C(=O)c2ccccc2)C(c2ccc(N(C)C)cc2)n2c(nc3ccccc32)N1 (stereo unspecified)
    96, 95, 107, 117, 104, 95, 97, 103

As entered above:
For M14, cpd 9 is entered as 91
For HOP-92, cpd 5 is entered as 107

New compounds follow:
Values run as follows: HOP-92, M14, A549/ATCC, SK-MEL-2, SK-MEL-28, EKVX, SK-MEL-5, HOP-62
[16] C/C(=N/NC(N)=S)c1ccc(Nc2nc(SC(C)C)nc(-c3ccccc3)c2C#N)cc1
    89, 105, 96, 117, 103, 99, 97, 111
[17] C1CCC2OCOCC2C1 (stereo unspecified)
    x, 102, 107, 104, 103, x, 98, 104
[18] CC(=O)Nc1ccc(/C=N/Nc2nnc(N/N=C/c3ccc(NC(C)=O)cc3)c3ccccc23)cc1
    84, 110, 100, 103, 119, 99, 94, 107
[19] Cc1ccc(S(=O)(=O)Oc2ccccc2C)cc1
    86, 96, 95, x, 100, 109, 93, 91
[20] COc1ccc([C@H]2c3[nH]c4ccccc4c3C[C@@H]3C(=O)N(C4CCN(Cc5ccccc5)CC4)CC(=O)N23)c(OC)c1
    68, x, 70, 103, 85, 64, 74, 81
[21] COc1ccccc1C(=O)/C=C/c1ccccc1
    81, 103, 76, 104, 105, 98, x, 87
[22] Cc1ccc2nc(COc3ccc(NC(=S)NCCc4ccccc4)cc3)[nH]c2c1
    95, 106, 102, 126, 96, 102, 93, 93
[23] CC(=O)c1ccc(NCC(=O)Nc2ccccn2)cc1
    103, 106, 104, 105, 115, 101, 100, 99
[24] Cc1nc(-c2ccccc2)ccc1-c1nnc(SCC(C)C)o1
    83, 105, 99, 105, 104, 89, 34, 103
[25] Cc1n[nH]c(C)c1N=Nc1cccc2c1C(=O)c1ccccc1C2=O
    93, 106, 105, 105, 113, 62, 93, 97
[26] COc1cc2c(cc1OC)CN(CCCCOc1cc(O)c3c(=O)cc(-c4ccccc4)oc3c1)CC2
    64, -21*, 68, 67, -8.8*, 77, 17, 81
[27] CN[C@]1(c2ccccc2Cl)CCCC[C@@H]1NCCc1ccc(OC)c(OC)c1
    87, 102, 96, 107, 109, 95, 100, 97
[28] Nc1cc(C(=O)NC=Nc2ccc(OC(F)F)c(OCc3ccccc3)c2)nn1CC(O)c1ccccc1 (stereo unspecified)
    91, 104, 91, 109, 102, 106, 100, 115
[29] CCOC(=O)c1cnc2c(cnn2CC)c1NN=C(C)C
    74, 106, 96, 40, 113, 93, 90, 77
[30] C/C1=C\CC2CCC(C)(O)C(CCC3(C)OC3CC1)C2(C)C (stereo unspecified)
    71, 95, 85, 101, 100, 89, 93, 105

(continued)
Values run as follows: HOP-92, M14, A549/ATCC, SK-MEL-2, SK-MEL-28, EKVX, SK-MEL-5, HOP-62
[31] CCOCc1nc(N)nc(N)c1-c1ccc(Cl)c(Cl)c1
    113, 92, 73, 102, x, 92, 96, 105
[32] CN(C)CCCNC1=C(Cl)C(=O)c2ccccc2C1=O
    107&108, -99*, 85&94, -34*!, 84&83, -45*!, -100*, 85&79
[33] CCOC(=O)c1c(C)nc2c(c1N)C(=O)C(=O)N2Cc1ccccc1
    43, 69, 83, 92, 73, 82, 62, 41
[34] CC(C)=CC/C=C(/C)[C@H]1CC[C@]2(C)[C@@H]1CC[C@@H]1[C@@]3(C)C/C(=C/c4cccnc4)C(=O)C(C)(C)[C@@H]3CC[C@]12C
    82, 98, 94, 98, 109, 98, 101, 104
[35] O=C(c1ccc(I)cc1)N1CCN(C(=O)c2ccc(I)cc2)CC1
    101, 106, 92, 100, 113, 102, 105, 98
[36] Cc1cc(CN(Nc2ccccc2)c2ccccc2)cc(C)n1
    58, 99, 86, 100, 105, 75, 95, 96
[37] CC(C)(C#CC(C)(C)OC(=O)Nc1ccccc1)OC(=O)Nc1ccccc1
    x, 105, 102, 126, 110, 92, 109, 97
[38] CCOc1cc(/C=N\NC(N)=S)ccc1O
    88, 96, 110, 102, 99, 99, 98, 95
[39] O=C(O)c1cc(N=Nc2ccc(-c3ccc(N=Nc4ccc(N=Nc5ccc(O)c(C(=O)O)c5)c5cc(S(=O)(=O)O)ccc45)cc3)cc2)ccc1O
    101, 98, 98, 101, 106, 95, 100, 100
[40] COc1ccccc1/C=N\NC(=O)C(=O)N/N=C\c1ccccc1OC
    102, 92, 111, 116, 105, 116, 105, 107
[41] COc1ccc(C)cc1C(=O)C[n+]1ccccc1
    94, 102, 94, 104, 109, 91, 102, 104
[42] O=C(CCN1C(=O)/C(=C/c2ccc(Cl)cc2)SC1=S)NCCN1CCOCC1
    85, 102, 91, 105, 99, 94, 95, 107
[43] N#Cc1cn(-c2cc(Cl)cc(Cl)c2)c(C(=O)c2ccccc2)c1N
    103, 106, 103, 102, 99, 94, 101, 102
[44] Nc1c(C(=O)Nc2cccc(C(F)(F)F)c2)sc2nc3c(cc12)C(=O)CCC3
    79, 102, 66, 75, 98, x, 80, 111
[45] CCOC(=O)C1=CSC2=NC3=C(CCCC/C3=C\c3cc(OC)c(OC)c(OC)c3)C(c3cc(OC)c(OC)c(OC)c3)N12 (stereo unspecified)
    62, 91, 67, 89, 74, 76, 38, 53

Further structures:
Values run as follows: HOP-92, M14, A549/ATCC, SK-MEL-2, SK-MEL-28, EKVX, SK-MEL-5, HOP-62
[46] O=C(/C=C1\C=CN(CCCCCCO)c2ccccc21)n1ccc2ccccc21
    85, 104, 100, 109, 99, 84, 96, 96
[47] O=c1[nH]nc(CSc2nnc3sc4ccccc4n23)o1
    75, 106, 114, 110, 101, 108, 97, 101
[48] CCCCCCCC(C)NCCO (stereo unspecified)
    x, 105, 93, 106, 112, x, 101, 99
[49] Cc1ccccc1NCC(C)O (stereo unspecified)
    100, x, 104, 102, 111, 92, 95, 84
[50] CSc1ccc(NC(=O)c2ccc3nn(/C(C#N)=C/c4ccccn4)nc3c2)cc1
    -34*, -86*, -72*, -90*, -98*, -99*, -93*, -70*
[51] Cc1[nH]n(C(=O)c2ccccc2)c(=O)c1N=Nc1ccc(S(=O)(=O)N=C(N)N)cc1
    97, 123, 108, 119, 110, 108, 101, 108
[52] CCN(CC)CCC(=O)c1ccc(Cl)cc1
    x, 112, 90, 116, 121, 114, 104, 116
[53] C/C(=N\NC(=O)c1ccncc1)c1cccc(Br)c1
    113, 110&103, 105&99, 124&118, 114&114, 101&111, 101&100, 97&107
[54] Cc1ccc2c(c1)C(=O)N(N(C)C)CC(=O)N2
    104, 97, 98, 107, 111, 96, 105, 92
[55] COc1cc(N=Nc2ccc(N)cc2)c(OC)cc1N=Nc1ccccc1.[Cl][Zn][Cl]
    72, 101, 110, 112, 109, 103, 102, 87
[56] NS(=O)(=O)c1ccccc1N/C=C/C(=O)c1cc2cc(Br)ccc2oc1=O
    84, 98, 95, 109, 107, 89, 94, 93
[57] c1ccc(-c2nc3n(c2-c2ccccc2)CN(C(c2ccccc2)c2nc4ncncc4[nH]2)CS3)cc1 (stereo unspecified)
    109, x, 103, 104, 105, 86, 99, 96
[58] N#CCN1C(=O)c2ccccc2C1=O
    x, 102, 110, 106, 118, x, 98, 97
[59] Cc1cc(N2CCN(CC(=O)Nc3ccc4c(ccn4Cc4ccccc4)c3)CC2)nc(Cl)n1
    86, 94, 83, 86, 96, 86, 84, 95
[60] c1ccc(CNc2nnc(NCc3ccccc3)c3c2ncn3Cc2ccccc2)cc1
    12, 85, 83, 96, 84, 75, 91, 67

Part of the list above with just M14, HOP-92 and HOP-62.
entry | structure | M14 | HOP-92 | HOP-62
56 | NS(=O)(=O)c1ccccc1N/C=C/C(=O)c1cc2cc(Br)ccc2oc1=O | 98 | 84 | 93
55 | COc1cc(N=Nc2ccc(N)cc2)c(OC)cc1N=Nc1ccccc1.[Cl][Zn][Cl] | 101 | 72 | 87

Single records, from the list above. Screens in order: HOP-92	M14	A549/ATCC	SK-MEL-2	SK-MEL-28	EKVX	SK-MEL-5	HOP-62
c1ccc(-c2nc3n(c2-c2ccccc2)CN(C(c2ccccc2)c2nc4ncncc4[nH]2)CS3)cc1 (stereo unspecified) is listed as 109	x	103	104	105	86	99	96
O=c1[nH]nc(CSc2nnc3sc4ccccc4n23)o1 is listed as 75	106	114	110	101	108	97	101
CCN(CC)CCC(=O)c1ccc(Cl)cc1 is listed as x	112	90	116	121	114	104	116
c1ccc(CNc2nnc(NCc3ccccc3)c3c2ncn3Cc2ccccc2)cc1 is listed as 12	85	83	96	84	75	91	67
NS(=O)(=O)c1ccccc1N/C=C/C(=O)c1cc2cc(Br)ccc2oc1=O is listed as 84	98	95	109	107	89	94	93

New compounds follow:
Values run as follows: HOP-92, M14, A549/ATCC, SK-MEL-2, SK-MEL-28, EKVX, SK-MEL-5, HOP-62
[61] COc1ccc(-c2cn3c(-c4ccccc4OC)cnc3c(Oc3ccc4c(C)cc(=O)oc4c3)n2)cc1
    88, 106, 104, 107, 118, 110, 99, 93
[62] CCN(CC)c1ccc(C2=NN(C(C)=O)C(c3cccc(NS(C)(=O)=O)c3)C2)cc1 (stereo unspecified)
    59, 87, x, 120, 104, 61, 78, 79
[63] CS(=O)(=O)c1ccc(/C(=N/N=C(N)N)c2ccc(Cl)cc2)cc1
    57, 73, 99, 94, 95, 91, 92, 85
[64] O=Nc1ccc(O)cc1O
    102, 110, 104, 104, 111, 108, 112, 109
[65] CCOC(=O)c1cnc2ccccc2c1Nc1cccc(NS(C)(=O)=O)c1
    111, 15, 102, 102, 110, 98, 103, 117
[66] CC(C)CCCC(=O)O
    74, 119, 105, 102, 99, x, 97, 102
[67] Cc1ccc(C(=O)c2ccc(CCc3ccc(C(=O)c4ccc(C)cc4)cc3)cc2)cc1
    94, 84, 88, 98, 100, 90, 69, 91
[68] COC(=O)C1C(O)C(C)C(O)C(C)C=C(C)C2=C3C(=C(C)C(=O)c4c(O)c(c(C)c(OC(C)=O)c43)NC(=O)C(C)=C/C=C\C(C)C(O)C(C)C1O)OCO2 (stereo unspecified)
    -5.6*, 108, 112, 26, 118, 119, 110, x
[69] CCCNC(=O)c1c(NC(=O)C23CC4CC(CC(C4)C2)C3)sc2c1CCCC2
    56, 111, 87, 110, 105, x, 90, 95
[70] NC(=O)SCC(=O)Nc1ccc(S(=O)(=O)Nc2ccccn2)cc1
    100, 101, 92, 94, 98, 98, 99, 81
[71] O=C1Nc2ccccc2/C1=N/N=C/c1cc(Cl)cc(Cl)c1O
    82, 95, 101, 98, 112, x, 101, 94
[72] COC1=CC(c2ccc[nH]2)=N/C1=C\c1[nH]c(C)c(C(=O)CCCCC(=O)NC(C)(C)C)c1C
    3.0*, x, 11, 98, x, x, 51, x
[73] CCOC(=O)c1c(N2CCOCC2)[nH]c(=O)c(C=Nc2ccccc2OC)c1O
    81, 113, 94, 92, 117, 89, 104, 100
[74] O=C(CSc1nnc(-c2ccc(-c3nc4ccc(Cl)cc4[nH]3)cc2)o1)Nc1ccc(C(=O)/C=C/c2ccccc2)cc1
    114, x, 108, 100, 106, 100, 102, 98
[75] NS(=O)(=O)c1ccc(Nc2nc(N/N=C/c3cn(-c4ccccc4)nc3-c3ccccc3)nc(Nc3ccccc3)n2)cc1
    113, 99, 108, 95, 101, 92, 78, 109
[76] CSc1nc(-c2cccc(Br)c2)c(C#N)c(=O)[nH]1
    105, 98, x, 106, 112, 101, 105, 96
